Compound activity deposited in PubChem BioAssay by several laboratories.
Tb MetRS inh – Trypanosoma brucei MetRS inhibition | purified T. brucei MetRS, ATP depletion, Kinase-Glo luminescence | inhibition, % at 11.9 µM | 360,000 compounds, 0.4% hits | AID 624268;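 active = inhibition above a per-plate cutoff of the control wells' mean inhibition plus 3 SD, cut at about 5.5% in these data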;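 note: 0% = DMSO wells median and 100% = median of wells with control inhibitor compound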
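technique = Kinase-Glo luminescence, ATP depletion format | system = purified MetRS (methionyl-tRNA synthetase) enzyme from Trypanosoma brucei | timing = 15 min preincubation, 2 h reaction, all 25 °C | evaluation = percent inhibition versus plate control medians | dosing = single dose, 11.9 µM final nominal, 0.9% final DMSO | also added = substrates ATP, L-methionine and bulk Escherichia coli tRNA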
NadD block – NadD (S. aureus) enzyme inhibition | purified NadD enzyme, colorimetric absorbance read-out | inhibition, % at 20 µM | 360,000 compounds, 0.78% hits | AID 602399; in the data active = inhibition above about 26%; note: some compounds past the cut are filed as inactive
SUMO1 PPI mod – alters human SUMO1 binding to SIM partners; AID 602429; SUMO1 binding to a labelled peptide, TR-FRET, 1 h; 360,000 compounds, 0.33% hits; P63165; inhibition, % at 20 µM; in the data active = inhibition above about 37%
Target sequence (P63165 whole entry, looked up): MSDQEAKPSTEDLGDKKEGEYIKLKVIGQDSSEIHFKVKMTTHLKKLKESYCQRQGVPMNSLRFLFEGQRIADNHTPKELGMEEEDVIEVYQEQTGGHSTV
MsrA inhibitor – inhibitors of bovine MsrA. inhibition, % at 15.5 µM. 360,000 compounds, 0.75% hits. AID 651718. purified bovine MsrA, absorbance read-out; in the data active = inhibition above about 4.5%;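 note: 0% = vehicle wells with enzyme and 100% = reference inhibitor wells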
CSN deneddyl inh – CSN deneddylation inhibition; inhibition, % at 12.5 µM; 360,000 compounds, 0.38% hits; Q92905; Purified CSN, SCF-Nedd8-OG deneddylation, fluorescence polarization; AID 651999;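 active = pattern-corrected inhibition above about 35%, with an unprinted fluorescence ratio check between 0.5 and 1.5, limit read from the data, passing the limit was not always enough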;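 note: 0% = enzyme with substrate and 100% = substrate without enzyme; some results filed as inactive read as strong as hits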
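Assay system: HEK293T-derived human Csn5 enzyme; quantity: 0.24 nM enzyme; medium: Tris/NaCl/DTT buffer, pH 7.5; also added: substrate SCFSkp2-Nedd8OG, 10 nM; doses: 12.5 µM compound; schedule: 90 min reaction at room temperature; signal: FP; read-out: % inhibition of substrate cleavage by Csn5; benchmarks: substrate-only high control, full reaction low control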
DNMT1 block – blocks human DNA methyltransferase DNMT1; P26358; DNMT1 molecular beacon, Hinp1I cleavage, fluorescence; inhibition (reported as % activation of signal), % at 10 µM; 360,000 compounds, 0.83% hits; AID 588458; in the data active = inhibition above about 50%
STEP inh – inhibitors of human striatal-enriched phosphatase STEP; recombinant STEP, OMFP fluorogenic substrate, fluorescence; inhibition, % at 20 µM; 360,000 compounds, 0.25% hits; AID 588621;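 active = inhibition at 20 µM, scaled per plate between control wells, above about 37%, limit read from the data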;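 note: 0% = DMSO with enzyme and substrate and 100% = substrate only without enzyme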
Target sequence (P54829 whole entry, looked up): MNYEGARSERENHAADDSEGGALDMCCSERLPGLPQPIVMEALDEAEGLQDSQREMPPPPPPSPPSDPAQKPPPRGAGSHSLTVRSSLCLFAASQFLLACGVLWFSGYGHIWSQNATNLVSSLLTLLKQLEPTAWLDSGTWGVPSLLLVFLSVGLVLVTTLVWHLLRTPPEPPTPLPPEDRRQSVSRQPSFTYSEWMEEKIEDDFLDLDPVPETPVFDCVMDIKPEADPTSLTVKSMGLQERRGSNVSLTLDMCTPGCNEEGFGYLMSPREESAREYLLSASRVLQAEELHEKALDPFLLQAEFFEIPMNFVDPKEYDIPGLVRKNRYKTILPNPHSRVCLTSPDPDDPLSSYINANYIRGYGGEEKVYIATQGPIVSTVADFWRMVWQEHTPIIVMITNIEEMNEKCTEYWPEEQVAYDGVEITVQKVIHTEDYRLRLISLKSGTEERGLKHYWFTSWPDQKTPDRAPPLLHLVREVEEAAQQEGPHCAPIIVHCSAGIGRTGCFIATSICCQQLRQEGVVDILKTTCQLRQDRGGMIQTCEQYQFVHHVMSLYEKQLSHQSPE
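Also added – OMFP at 25 µM · Test system – STEP tyrosine phosphatase · Technique – FITC-channel fluorescence of OMFP product · Schedule – 20 min at room temperature, dark · Evaluation – control-normalized % inhibition with plate pattern correction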
Rpn11 inh – blocks the human proteasome subunit Rpn11; O00487; 360,000 compounds, 0.59% hits; calls only at 20 µM; human 26S proteasome, Ub4-pepOG fluorescence polarization; 20S core pre-blocked with epoxomicin;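 active = inhibition at 20 µM, scaled to each plate's controls, above about 33%, limit read from the data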
Scp1 inh – Scp-1 (human) phosphatase inhibition | Q9GZU7 | Recombinant Scp1, phosphopeptide, malachite green phosphate absorbance | inhibition, % at 20 µM | 340,000 compounds, 0.88% hits;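 active = inhibition above about 50% at 20 µM, limit read from the data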;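 note: plate controls were DMSO wells with enzyme for no effect and wells lacking enzyme for full effect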
Target sequence (Q9GZU7 76-261 limits assumed): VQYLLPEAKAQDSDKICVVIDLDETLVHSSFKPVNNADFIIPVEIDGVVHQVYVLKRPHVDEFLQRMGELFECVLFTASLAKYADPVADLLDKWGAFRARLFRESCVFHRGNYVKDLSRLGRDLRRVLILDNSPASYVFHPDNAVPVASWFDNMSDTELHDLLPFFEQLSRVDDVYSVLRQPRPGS
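Test system – truncated SCP-1 phosphatase (76-261aa) · Reagent – Phosphorylated 17-residue peptide substrate · Incubation – 45 min room-temperature reaction, 5 min colour, 30 min stabiliser · Detection – colorimetric phosphate reagent with accelerator and stabiliser, absorbance at 630 nm · Measure – % inhibition at 20 µM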
LMPTP inh – blocks human LMPTP phosphatase; AID 651560; 360,000 compounds, 0.22% hits; inhibition, % at 20 µM; recombinant LMPTP-A, OMFP fluorogenic substrate, fluorescence intensity;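 active = compounds that cut the enzyme signal by at least half of the control window in the single-dose screen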;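 note: plate controls were DMSO wells with enzyme plus substrate for no effect and substrate without enzyme for full effect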
Target sequence (P24666 whole entry, looked up): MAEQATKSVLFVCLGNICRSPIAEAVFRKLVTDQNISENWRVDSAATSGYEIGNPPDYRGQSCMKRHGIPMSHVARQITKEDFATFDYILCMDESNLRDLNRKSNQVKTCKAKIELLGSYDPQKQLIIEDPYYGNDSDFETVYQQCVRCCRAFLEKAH
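Assay system: LMPTP-A, protein tyrosine phosphatase of low molecular weight / Medium: pH 6.0 Bis-Tris buffer with DTT and Triton X-100 / Schedule: 50 min enzyme reaction at room temperature, protected from light / Measured by: endpoint fluorescence intensity from OMFP dephosphorylation / Read-out basis: % inhibition relative to no-enzyme and uninhibited control wells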
* marks the source's active call; other numbers are inactive results; i = inactive; . = no result given. Outcome played no part in choosing rows, and some 3.9% of all compounds hit somewhere here.

no. | compound | Tb MetRS inh | NadD block | SUMO1 PPI mod | MsrA inhibitor | CSN deneddyl inh
1 | COc1ccccc1NS(=O)(=O)c1ccc(N/N=C/c2ccccc2OCC(=O)O)c([N+](=O)[O-])c1 | 0.0 | 19 | -13 | 5.4* | -6
2 | N/C(CN1CCCC1=O)=N\OC(=O)c1ccc(Cl)c(Cl)c1 | -0.3 | -2 | 3 | -1.6 | -3
3 | COc1ccc(NC(=O)C2CC2)cc1NS(=O)(=O)c1ccc(F)cc1 | 0.1 | 1 | 3 | -0.3 | -2
4 | Cc1ccc(-n2nnnc2C(=Cc2ccc(N(C)C)cc2)c2nnnn2-c2ccc(C)cc2)cc1 | -0.8 | 17 | -7 | 0.0 | 15
5 | CC(C)CCNC(=O)CN(Cc1cccs1)C(=O)CCC(=O)Nc1nccs1 | -0.8 | -4 | 1 | -1.2 | 0
6 | O=C(NCCN1CCOCC1)c1cc([N+](=O)[O-])cc([N+](=O)[O-])c1 | 0.2 | 0 | -30 | 0.5 | 2
7 | O=C(O)c1cc(-n2nnnc2SCc2ccc([N+](=O)[O-])cc2)ccc1Cl | -0.5 | -5 | -23 | 0.2 | -4
8 | CCN(C(=O)C1CCCN1S(=O)(=O)c1cccc2nsnc12)c1ccccc1 (stereo not drawn) | -0.7 | 0 | -32 | 1.2 | 2
9 | Brc1ccccc1-c1nnc(SCc2nc3ccccc3s2)o1 | -0.6 | -6 | -4 | 0.9 | 1
10 | O=C(Nc1cccc(O)c1)c1cc(-c2cccs2)on1 | 0.3 | -8 | -14 | -0.6 | 2

no. | DNMT1 block | STEP inh | Rpn11 inh | Scp1 inh | LMPTP inh
1 | -4 | 5 | i | -4 | 2.8
2 | -2 | -1 | i | -7 | -1.4
3 | -4 | -3 | i | -7 | -1.2
4 | -3 | 2 | . | -3 | 2.7
5 | 0 | -2 | i | -3 | -0.1
6 | -2 | -4 | i | -5 | -1.3
7 | 0 | -2 | i | -9 | -1.0
8 | 4 | -1 | i | -4 | -0.5
9 | -2 | -2 | i | -17 | 1.3
10 | -3 | -3 | i | -5 | 1.3

(more compounds)
no. | compound | Tb MetRS inh | NadD block | SUMO1 PPI mod | MsrA inhibitor | CSN deneddyl inh
11 | COC(=O)Cn1c(=NC(=O)CSCC(=O)NC2CCCCC2)sc2cc(OC)ccc21 | -2.3 | 6 | 0 | . | 1
12 | O=C(c1ccccc1)N1CCN(C2CC(=O)N(CCc3ccccc3)C2=O)CC1 (stereo not drawn) | -1.5 | 4 | 1 | 0.9 | -8
13 | Cc1cccc(-c2ccc3c(c2)C2CC3CCN2)c1 (stereo not drawn) | 0.8 | 9 | -1 | -0.6 | 2
14 | COC(=O)c1c(S(=O)(=O)N2CCOCC2)c(C)n(C)c1C | -0.8 | -4 | 0 | 0.1 | 0
15 | CCCN1C(=O)c2ccccc2NC1c1cc(OC)c(OC)c(OC)c1 (stereo not drawn) | -0.1 | -3 | -1 | 2.0 | 1
16 | Cc1cccc(N2C(=O)CC(c3ccc(F)cc3)C3=C2COC3=O)c1 (stereo not drawn) | -1.4 | -2 | 3 | -0.9 | -6
17 | Cc1ccc(CCNC(=O)C2CCC(=O)N2CCc2ccccc2)cc1 (stereo not drawn) | -0.9 | -6 | -3 | -0.9 | -2
18 | CN(CC(=O)Nc1c(Cl)cccc1Cl)C(=O)CNC(=O)c1ccc2c(c1)OCO2 | -0.6 | 0 | 1 | 0.1 | 2
19 | Cn1c(COc2ccc(Cl)cc2Cl)nnc1SCC(=O)NCC1CCCO1 (stereo not drawn) | 6.0* | 4 | 7 | -0.4 | 6
20 | CC(C)c1ccc(NC2CCCN(C(=O)CN3CCOC3=O)C2)cc1 (stereo not drawn) | -0.1 | -2 | 1 | -1.4 | -4

no. | DNMT1 block | STEP inh | Rpn11 inh | Scp1 inh | LMPTP inh
11 | 3 | -7 | i | -2 | -0.3
12 | 7 | 0 | i | -4 | -1.4
13 | -3 | 1 | i | 0 | -0.9
14 | 0 | -2 | i | 7 | -1.0
15 | -1 | 3 | i | -8 | 0.8
16 | 4 | -2 | i | -9 | -2.3
17 | -3 | 1 | i | -9 | -1.7
18 | -1 | -1 | i | -7 | 0.5
19 | 2 | 2 | i | -12 | -0.2
20 | 0 | 10 | i | -7 | 0.2

Another view of some results above.
item	structure	Tb MetRS inh	NadD block	SUMO1 PPI mod	MsrA inhibitor	CSN deneddyl inh	DNMT1 block	STEP inh	Rpn11 inh	Scp1 inh	LMPTP inh
10	O=C(Nc1cccc(O)c1)c1cc(-c2cccs2)on1	0.3	-8	-14	-0.6	2	-3	-3	i	-5	1.3
6	O=C(NCCN1CCOCC1)c1cc([N+](=O)[O-])cc([N+](=O)[O-])c1	0.2	0	-30	0.5	2	-2	-4	i	-5	-1.3
11	COC(=O)Cn1c(=NC(=O)CSCC(=O)NC2CCCCC2)sc2cc(OC)ccc21	-2.3	6	0	.	1	3	-7	i	-2	-0.3

An excerpt from above, showing only Scp1 inh, SUMO1 PPI mod and LMPTP inh.
| nr | mol | Scp1 inh | SUMO1 PPI mod | LMPTP inh |
| --- | --- | --- | --- | --- |
| 14 | COC(=O)c1c(S(=O)(=O)N2CCOCC2)c(C)n(C)c1C | 7 | 0 | -1.0 |
| 15 | CCCN1C(=O)c2ccccc2NC1c1cc(OC)c(OC)c(OC)c1 (stereo not drawn) | -8 | -1 | 0.8 |

Remaining list, next part:
no. | compound | Tb MetRS inh | NadD block | SUMO1 PPI mod | MsrA inhibitor | CSN deneddyl inh
21 | COC(=O)C1=C(C)N(c2ccc(OC)c(OC)c2)C(=O)/C1=C\c1cccs1 | 0.0 | -10 | -10 | 0.7 | -4
22 | O=C(Nc1cccc(C(=O)N2CCCc3ccccc32)c1)c1ccccc1 | -0.1 | 1 | 3 | -0.7 | 3
23 | CC(C)c1[nH]nc2c1C(c1cccc(OC(=O)N3CCOCC3)c1)C(C#N)=C(N)O2 (stereo not drawn) | 0.1 | 1 | -1 | -0.1 | -3
24 | CC(C)C(NS(=O)(=O)c1cccc(C(F)(F)F)c1)C(=O)N1CCc2ccccc2C1 (stereo not drawn) | 0.0 | -12 | -1 | -0.4 | -1
25 | CCOC(=O)c1c(N2C(=O)Nc3ccccc3N2O)sc2c1CCCC2 | -1.0 | 3 | 5 | 1.2 | 0
26 | COc1ccc(/C=C2\SC(=S)NC2=O)cc1OS(=O)(=O)c1ccc(NC(C)=O)cc1 | 1.1 | 1 | -4 | 1.4 | 12
27 | CCOC(=O)c1oc2ccccc2c1NC(=O)COC | -0.8 | 6 | -4 | -0.1 | 2
28 | O=[N+]([O-])c1cc(S(=O)(=O)C(F)(F)F)ccc1NCC1CCCO1 (stereo not drawn) | 0.5 | -10 | -33 | 0.5 | -2
29 | Cc1ccc(OCCN2C(=O)C(=O)c3cccc(C)c32)cc1 | -1.1 | -3 | -32 | 0.5 | 0
30 | CCC(C)[C@@H](N)C(=O)N/N=C/c1ccc2ncccc2c1 (stereo partly drawn) | 0.1 | -5 | -11 | -1.3 | -11

no. | DNMT1 block | STEP inh | Rpn11 inh | Scp1 inh | LMPTP inh
21 | -6 | 0 | i | -1 | 0.3
22 | -6 | 1 | i | -5 | -0.1
23 | -13 | 4 | i | -14 | 0.8
24 | -3 | -1 | i | -12 | 1.3
25 | 2 | -1 | i | -1 | -0.1
26 | -2 | -6 | i | 0 | -0.4
27 | 0 | 0 | i | -6 | -0.9
28 | 1 | -2 | i | -10 | 2.6
29 | 3 | 0 | i | -4 | 4.3
30 | -2 | -4 | i | -5 | -0.2

The listing continues.
no. | compound | Tb MetRS inh | NadD block | SUMO1 PPI mod | MsrA inhibitor | CSN deneddyl inh
31 | COc1cc([N+](=O)[O-])ccc1NC(=O)COC(=O)c1ccc(NC(N)=O)cc1 | -0.2 | -1 | 45* | -0.8 | 9
32 | CCOc1ccc(CN2CCN(Cc3cccn3-c3nccs3)CC2CCO)cc1 (stereo not drawn) | -0.7 | -12 | 0 | -0.2 | 6
33 | NS(=O)(=O)c1ccccc1NC(=O)c1c(O)c2ccccc2[nH]c1=O | -0.1 | -9 | 3 | 0.0 | -1
34 | Cc1cccc2cc(C(c3nnnn3C3CCCC3)N3CCOCC3)c(=O)[nH]c12 (stereo not drawn) | 0.2 | 5 | -21 | 0.0 | 2
35 | CCC(=O)c1ccc(OC(=O)C2CCN(C3=NS(=O)(=O)c4ccccc43)CC2)cc1 | -0.6 | -4 | -2 | -0.1 | 5
36 | CCOc1ccc(CCN2C(=S)N([C@@H](CC(C)C)CN3CCCC3CN3C(=S)NC[C@@H]3Cc3ccc(O)cc3)C[C@@H]2CC(C)C)cc1 (stereo partly drawn) | 0.4 | 36* | -1 | 0.9 | 3
37 | O=C(Nc1nccs1)C1CC(=O)N(Cc2ccco2)C1 (stereo not drawn) | 0.1 | -1 | 2 | -0.5 | -7
38 | O=C(CSc1nnc(C2COc3ccccc3O2)o1)N1CCCCC1 (stereo not drawn) | 0.0 | 2 | 2 | -0.5 | -2
39 | COc1ccccc1CCNC(=O)C(=O)c1cn(CC(=O)N2CCCC2)c2ccccc12 | -0.7 | 0 | -7 | 1.9 | -3
40 | c1ccc(-c2cc(N3CCOCC3)nc(-c3ccccc3)n2)cc1 | -1.1 | -2 | 3 | -0.4 | 1
41 | Cc1cccc(-n2c(SCC(=O)Nc3nonc3C)nnc2-c2ccoc2C)c1 | -0.5 | 7 | 2 | 0.3 | 0
42 | Cc1cc(C)cc(CC(=O)N2CCC2(C)C(=O)NS(=O)(=O)c2ccccc2C)c1 (stereo not drawn) | -0.3 | 2 | 2 | 0.2 | -6
43 | CCOc1ccc(S(=O)(=O)N2CCC(C(=O)NCc3ccncc3)CC2)cc1C | 0.3 | 2 | 2 | 1.9 | 3

no. | DNMT1 block | STEP inh | Rpn11 inh | Scp1 inh | LMPTP inh
31 | 3 | 2 | i | -5 | 19
32 | 1 | -1 | i | 1 | 1.5
33 | 2 | 0 | i | -15 | 1.0
34 | -2 | 0 | i | -8 | -0.6
35 | 8 | -3 | i | 13 | 0.1
36 | -6 | -1 | i | 30 | 5.0
37 | 9 | 2 | i | 8 | -0.2
38 | 2 | -2 | i | -4 | -2.1
39 | 1 | 0 | i | 1 | 0.8
40 | 21 | -2 | i | 4 | 0.9
41 | 2 | 0 | i | 16 | -0.3
42 | 7 | 0 | i | . | -0.9
43 | 2 | 11 | i | -3 | -0.7
